Screening results from PubChem BioAssay.
aSyn tox rescue: inhibitors of alpha-synuclein toxicity in yeast; S. cerevisiae alpha-synuclein toxicity rescue, BacTiter-Glo growth, 24 h; 0.02% of 94,000 active; Potency, µM (top dose mostly 46.1 µM), inactives show at the top dose growth rescue (activation), most hits filed as activators; active = well fitted activation curve with a large enough effect; inconclusive = small, poorly fitted or top-dose-only effect; also: 0% is about no effect
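Growth restoration measured by BacTiter-Glo luminescence after 24 hr at 30 deg C; alpha-synuclein yeast, raffinose-pregrown to mid-log, were added at OD600=0.02 in galactose medium onto pinned compounds.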
* hit, by the source's call; u = inconclusive. Potency is read from the fitted curve at half-maximal effect. The list is partial (hit frequency here may not be typical).

mol,aSyn tox rescue
O=C(c1ccc(F)cc1)n1cc(C(=S)N2CCOCC2)c2ccccc21,-12.5%
O=C(NC1CCCC1)c1cc(-c2ccc(Cl)cc2Cl)on1,9.3%
CCN(C1CCS(=O)(=O)C1)S(=O)(=O)c1ccc(OC)c(OC)c1 (stereo not given),-6.9%
CN1CCN(CCCNC(=O)c2cn(C)c3ccc(S(=O)(=O)N(C)C)cc3c2=O)CC1,-0.8%
O=C(CCN1C(=O)c2cccc([N+](=O)[O-])c2C1=O)Nc1nccs1,5.9%
COc1ccc(NC(=O)/C=C\C(=O)N(c2ccc(C(C)C)cc2)C(C(=O)NCc2ccco2)c2ccc(C)cc2)cc1 (stereo not given),7.3%
Cc1onc(-c2ccccc2)c1C(=O)N/N=C/c1cc2c(cc1Br)OCO2,-1.6%
CCCCN1CC(c2nc3ccccc3n2CCCCOc2ccccc2C)CC1=O (stereo not given),8.3%
COc1cc(NC(=O)CC(C)S(=O)(=O)c2ccc3c(c2)CCN3C(C)=O)cc(OC)c1OC (stereo not given),-6.5%
O=C(NNc1cccc(Cl)n1)Nc1ccccc1F,9.8%
O=S(=O)(NCCc1csc(-c2cccnc2)n1)c1cccs1,-3.4%
COc1ccccc1NC(=O)CSc1nc2c(oc3ccccc32)c(=O)n1-c1ccc(C)cc1,2.4%
CCOc1ccc(C(=O)NCC(c2ccc3c(c2)OCO3)N2CCN(C)CC2)cc1 (stereo not given),6.7%
O=C(C1CC1)N1CCN(c2nc3c(Cl)cccc3s2)CC1,7.9%
CSc1nnc(C)c(=O)n1COC(=O)/C=C/c1ccccc1,13.2%

mol,aSyn tox rescue
Cc1ccc(N2C(=O)CSC23C(=O)N(Cc2ccccc2F)c2ccccc23)cc1F (stereo not given),-7.3%
COc1cccc(-c2nnc(SCC(=O)N(C)c3ccccc3)o2)c1,10.4%
O=c1[nH]c(C(F)(F)F)nc2c1nc1n2CCC1,-6.7%
O=C(COc1ccccc1)NCC(c1ccc(Cl)cc1)N1CCOCC1 (stereo not given),6.5%
CNC(=O)Nc1ccccc1C(=O)Nc1ccccc1,-14.6%
Cc1cccc(NNC(=S)Nc2ccccc2)c1,-13.9%
COC(=O)c1ccccc1NC(=O)c1nc(-c2ccc(C)cc2)n2c1CCCCC2,6.2%
CCOC(=O)c1c(-c2ccccc2)oc2ccc(NS(=O)(=O)c3ccc(OC)cc3)cc12,6.9%
CN(NC(=O)c1ccc(Cl)cc1Cl)C1=NS(=O)(=O)c2ccccc21,6.7%
CC(C)(NC(=O)c1cc(Cl)c2ccccc2c1O)C(=O)O,4.0%
O=C(CC(c1ccc(F)cc1)c1ccco1)Nc1nccs1 (stereo not given),0.7%
Cc1ccc(NC(=O)CSc2nc3c(c(=O)[nH]2)CN(Cc2ccc4c(c2)OCO4)CC3)cc1C,u
O=S(=O)(NCC(c1cccs1)S(=O)(=O)c1ccccc1)c1ccc(F)c(C(F)(F)F)c1 (stereo not given),4.7%
O=C(CN1CCOCC1)NNC(=S)Nc1ccc(Cl)cc1,-2.8%
CCOC(=O)c1ccc(NC(=O)c2ccc3c(c2)CCN3S(=O)(=O)c2ccc(Cl)cc2)cc1,-0.2%

mol,aSyn tox rescue
Cc1cc([N+](=O)[O-])nn1CCCC(=O)Nc1cccnc1Cl,6.6%
CN(C)c1ccc(C(CNS(=O)(=O)c2ccc(Cl)cc2)N2CCOCC2)cc1 (stereo not given),5.3%
Cc1cc(/C=C2\Sc3ccccc3N2C)cc(C)[n+]1CC1CCCO1 (stereo not given),-24.4%
O=C(N/C(=C/c1ccc(F)cc1)C(=O)N1CCCC1)c1ccccc1,0.1%
N#Cc1c(-c2cccc(Cl)c2)[nH]c(=S)[nH]c1=O,-4.8%
CC(=O)Oc1ccc2c(c1)O/C(=C\c1ccncc1)C2=O,-1.8%
CN[C@H]1C[C@H]2c3cc(-c4ccccc4)ccc3CCN2C(=O)[C@H]1[C@H](C)O,8.9%
COCCNC(=O)CCc1c(C)nc2c(c(C)nn2-c2ccc(C)cc2)c1C,5.3%
O=C1C2C3C=CC(CC3)C2C(=O)N1/N=C/c1c[nH]c2ccccc12 (stereo not given),-7.3%
O=C(CSc1nc(=O)n(Cc2ccco2)c2c1CCC2)Nc1cccc(F)c1,0.2%
CCC1CCCCN1CCCNC(=O)c1sc2nc(C)cc(C)c2c1-n1cccc1 (stereo not given),-5.6%
CCS(=O)(=O)N1N=C(c2ccc(C)cc2)CC1c1cc2ccc(OC)cc2nc1Cl (stereo not given),8.9%
Cc1cc(C)cc(N(CC(=O)NCC2CCCO2)C(=O)CCC(=O)Nc2nccs2)c1 (stereo not given),-3.9%
CC(Oc1ccc([N+](=O)[O-])cc1Cl)C(=O)Nc1ccc(C(N)=O)cc1 (stereo not given),6.4%
CCCCCCn1c(=O)n2n(c1=O)C[C@]1(OC(=O)NCC3CCCCC3)CN(S(=O)(=O)c3ccc(C)cc3)C[C@]1(O)C2,5.0%

Reformatted: 3 of the compounds above
> CN(C)c1ccc(C(CNS(=O)(=O)c2ccc(Cl)cc2)N2CCOCC2)cc1 (stereo not given)
  aSyn tox rescue: 5.3%
> CC(Oc1ccc([N+](=O)[O-])cc1Cl)C(=O)Nc1ccc(C(N)=O)cc1 (stereo not given)
  aSyn tox rescue: 6.4%
> CCS(=O)(=O)N1N=C(c2ccc(C)cc2)CC1c1cc2ccc(OC)cc2nc1Cl (stereo not given)
  aSyn tox rescue: 8.9%

Next results
mol,aSyn tox rescue
CCCn1c(N)c(N(CCOC)C(=O)Cc2ccc(S(=O)(=O)N3CCOCC3)s2)c(=O)[nH]c1=O,4.8%
Cn1cccc1C(=O)NNC(=O)COc1ccc(Br)cc1,-6.4%
CCOc1ccc(C(=O)c2ccc([N+](=O)[O-])cc2Cl)cc1,11.0%
Cc1ccccc1C(=O)Nc1c(C)nc2ccccn2c1=O,-6.2%
Cc1ccc2cc(CN(C(=O)c3ccco3)c3cccc(C)c3C)c(=O)[nH]c2c1,2.9%
Cc1cccc(N(CC(=O)NCc2ccco2)S(=O)(=O)c2ccccc2)c1,0.5%
Cc1ccc(Nc2c(-c3ccc(C)cc3)nc3c(C)cccn23)cc1,-21.4%
Cc1ccc([C@@H]2CC(=O)[C@@H]3CN(S(=O)(=O)c4ccc(C)cc4)[C@H](c4cccc5ccccc45)C[C@@H]3N2S(=O)(=O)c2ccc(Cl)cc2)cc1,-0.5%
Cc1ccc(C(=O)NCCCNC(=O)c2ccco2)cn1,-4.6%
COC(=O)c1ccccc1NC(=O)Cn1c(=O)n(-c2cccc(OC)c2)c(=O)c2c(C)c(C(=O)N(C)C)sc21,-9.5%
O=C(O)Cc1ccc(NS(=O)(=O)c2ccc3c(c2)OCCO3)cc1,2.7%
O=C(Oc1ccc(C(=S)N2CCCCC2)cc1)c1ccccc1,2.2%
O[C@@H]1CN(Cc2cccs2)[C@@H](c2ccc(Cl)cc2)C[C@H]1n1cc(-c2ccc(F)cc2)nn1,9.1%
Cc1ccccc1C(=O)Nc1cc(C)c(O)c(-c2nc3ccccc3o2)c1,-5.8%
Clc1ccccc1CNc1ncnc2c1c(-c1ccccc1)cn2-c1ccccc1,10.5%

mol,aSyn tox rescue
O=C(CSc1nccn1-c1cccc(Cl)c1)Nc1cccc(C(F)(F)F)c1,u
CC(C)CCNc1nc2ccccc2nc1NS(=O)(=O)c1cccs1,1.7%
O=C(N1CCN(c2ccccc2F)CC1)C1(c2cccs2)CCOCC1,2.7%
CCc1ccc(NC(=O)c2cc(=O)c3ccc(C)c(C)c3o2)cc1,-8.0%
C[C@@H]1CN([C@@H](C)CO)S(=O)(=O)c2ccc(Br)cc2O[C@@H]1CN(C)S(=O)(=O)c1cn(C)cn1,1.6%
Cc1ccc(CSCCNC(=O)CN(c2ccccc2)S(C)(=O)=O)cc1,0.0%
NC(=O)C1CCCN(C(=O)c2ccc(-c3cccc(Cl)c3Cl)o2)C1 (stereo not given),-6.4%
CC(C)Cn1c2c(c(=O)[nH]c1=O)C(C(F)(F)F)(C(F)(F)F)N=C(CCC1CCCCC1)N2,-4.3%
COc1ccc(C#Cc2ccc(C3=CC(=O)CC(C)(C)C3=O)cc2)cc1,-1.5%
COc1ccc(CNC(=O)c2cnc3sc(N4CCC(C)CC4)nn3c2=O)c(OC)c1,-3.3%
CCC(C(=O)Nc1ccccc1C(=O)OC)n1nc(C)c2c(C)n(-c3ccc(C)cc3)nc2c1=O (stereo not given),8.0%
Cc1sc2nc(CN(C(=O)NC3CCCCC3)C3CCCC3)[nH]c(=O)c2c1C,0.0%
CC(C)N(Cc1cc2ccccc2[nH]c1=O)C(=O)c1cccc([N+](=O)[O-])c1,-6.7%
O=C(c1ccc(-n2cncn2)c([N+](=O)[O-])c1)N1CCN(S(=O)(=O)c2c(F)cccc2F)CC1,5.2%
CCOC(=O)c1sc(NC(=O)c2nc3nc(C)cc(C(F)F)n3n2)c(C(=O)OC(C)C)c1C,-8.2%

mol,aSyn tox rescue
CC(C)n1c(SCC(=O)Nc2ccc(F)cc2)nc2c(oc3ccccc32)c1=O,15.5%
CCCCn1c(N)c(N(CCOC)C(=O)COC(=O)COc2cccc(C(C)=O)c2)c(=O)[nH]c1=O,-5.3%
Cc1cc(C(=O)OCC(=O)Nc2c(F)cccc2F)c(C)n1-c1ccccc1,-12.5%
O=c1cc(-c2ccccc2)oc2ccc3ccccc3c12,-21.7%
Cc1cc2nc(-c3ccc(NC(=O)c4ccccc4F)cc3)oc2cc1C,-12.3%
Nc1cc(=O)nc(SCC(=O)Nc2ccc(F)cc2)n1-c1ccccc1Cl,9.0%
CCOC(=O)Cc1cc(=O)[nH]c(/N=C(\N)Nc2ccc(C)c(C)c2)n1,-3.8%
O=S(=O)(NC1CCN(Cc2ccccc2)CC1)c1ccc(F)c(F)c1,3.8%
O=C(/C=C/c1ccc(O)cc1)c1c(O)cc(O)cc1O,8.6%
Cc1ccccc1Cn1c(=O)n(CCCCC(=O)NCc2ccccc2Cl)c(=O)c2ccccc21,-0.2%
Nc1nnc(SCC(=O)NCCNC(=O)CSc2nnc(N)s2)s1,-3.1%
O=C(CS(=O)(=O)c1cccc2nsnc12)N1CCN(c2ccccc2F)CC1,-14.7%
CC(=O)Nc1ccccc1-c1nc2ccccc2n(C(C)C(=O)c2ccc(C)c(C)c2)c1=O (stereo not given),-16.8%
COc1ccccc1NC(=O)CCNC(=O)C1CCN(S(=O)(=O)c2ccccc2)CC1,8.4%
CCCCN(C(=O)c1cccc(S(=O)(=O)N2CCN(C)CC2)c1)c1c(N)n(CC(C)C)c(=O)[nH]c1=O,-13.7%

4 of the compounds above, field by field.
> O=C(COc1ccccc1)NCC(c1ccc(Cl)cc1)N1CCOCC1 (stereo not given)
  aSyn tox rescue = 6.5%
> CNC(=O)Nc1ccccc1C(=O)Nc1ccccc1
  aSyn tox rescue = -14.6%
> Cc1cccc(NNC(=S)Nc2ccccc2)c1
  aSyn tox rescue = -13.9%
> COC(=O)c1ccccc1NC(=O)c1nc(-c2ccc(C)cc2)n2c1CCCCC2
  aSyn tox rescue = 6.2%

More results
mol,aSyn tox rescue
Cc1ccc(CNC(=O)CCCCCn2c(=O)c3sccc3n(CC(=O)N(C)c3ccccc3)c2=O)cc1,1.0%
O=C(O)Cn1nc(N2CCN(c3ccccc3)CC2)ccc1=O,1.9%
CCOc1ccccc1Nc1nc(-c2cccc(Cl)c2)c2c(n1)-c1ccccc1OC2,-14.0%
CC(C)c1nn2c(=O)cc(COC(=O)c3cccc(NC(=O)c4cccs4)c3)nc2s1,15.5%
Cc1ccc(NC(=O)Cn2c(-c3ccc4c(c3)OCO4)cn(-c3ccccc3)c2=O)cc1C,-8.3%
COC(=O)C1CCN(C(=O)COC(=O)CSc2ccc(C(N)=O)cc2[N+](=O)[O-])CC1,6.8%
O=C(c1ccc2c(=O)n3c(nc2c1)CCCCC3)N1CCN(c2cccc(Cl)c2)CC1,0.2%
O=S1(=O)CCC(NC(=S)NC2CCS(=O)(=O)C2)C1 (stereo not given),-7.3%
Cc1ccc(Cn2cc(S(=O)(=O)c3ccc(Cl)cc3)c(=O)c3cc4c(cc32)OCO4)cc1,-8.2%
COc1ccc(C(=O)OC(C)C(=O)NC(C)CCc2ccccc2)cc1OC (stereo not given),-5.5%
CCOc1ccc(NC(=S)NNC(=O)c2cc(Br)ccc2Cl)cc1,-6.4%
COc1cccc(CNC(=O)C2CCN(S(=O)(=O)c3cn(C)cn3)CC2)c1,-7.8%
CSc1ccccc1NC(=O)CN(C)CC(=O)Nc1ccc(Cl)cc1[N+](=O)[O-],7.7%
CC(OC(=O)c1ccc(NC(=O)CC#N)cc1)C(=O)Nc1ccc(S(=O)(=O)N2CCCC2)cc1 (stereo not given),-3.0%
Cc1ccccc1Cn1c(CN2CCCC(C)C2)nc2c1c(=O)n(C)c(=O)n2C (stereo not given),3.8%

mol,aSyn tox rescue
CCOC(=O)N1CCN(C(=O)c2ccc3c(c2)N(CC)CCS3)CC1,6.2%
COc1ccc(CN2CCCN(CC(=O)Nc3cc(C)ccc3C)S2(=O)=O)cc1,11.0%
CCOc1ccc(OCC)c(NC(=O)C2CCN(S(=O)(=O)c3ccc4c(c3)CC(C)N4C(C)=O)CC2)c1 (stereo not given),-14.5%
Cc1ccc(NC(=O)CSc2nc3ccc(NC(=O)CCc4ccccc4)cc3s2)c(C)c1,0.1%
COc1ccc(-c2nc3sc(CCNC(=O)Cc4ccccc4)c(C)n3n2)cc1,1.8%
COC(=O)NCC(c1cccnc1)N1CCN(c2ccc(F)cc2)CC1 (stereo not given),1.3%
